# Screening results deposited in PubChem by Broad Institute.
# PAX8 reporter: lowers PAX8-driven luciferase in RMG-I cells. RMG-I TPO-luciferase reporter, SteadyGlo, 24 h. inhibition, % at 12.6 µM. actives 1.2% (n = 360,000);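 active means mean replicate inhibition at least 60% with every replicate also reaching 60%; inconclusive means only one of the two criteria is met; inactive means mean below 60% and not all replicates reaching 60%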;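 further: luciferase light reporting Pax8 driven TPO promoter activity; plate controls were median of neutral control wells for no effect and mitoxantrone controls for full effect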
# XiGFP reactiv: reactivates the inactive X chromosome in mouse fibroblasts. XiGFP mouse fibroblasts, % GFP-positive cells imaging, 3 d; cells co-treated with 5-aza-dC sensitizer; scaled so ellipticine positive control = 100%. activation, % at 7.58 µM. actives 0.055% (n = 360,000). AID 743238;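 active means mean normalized replicate activation at least 10% and every replicate at or above 10%; inconclusive means only one of the two criteria met; inactive means mean below 10% and not all replicates reach 10%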;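 further: 0% = median of on-plate neutral control wells and 100% = ellipticine 6 µM median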
#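 material = 68-5-11 XiGFP fibroblast line | medium = DMEM plus 5-aza-dC sensitizer | schedule = 3 days compound exposure | benchmarks = positive control ellipticine, 6 µM final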
# DENV2 CPE rescue: DENV2-induced cell death inhibition; DENV2-infected cells, cytopathic effect rescue, plate reader; actives 1.7% (n = 350,000); AID 651640; CPE inhibition, % at 9.99 µM; in the data active means CPE inhibition above about 20%, passing the limit was not always enough; inconclusive means no clear call, values can overlap the other calls; tested in BHK-21 cells;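 further: 0% = median of neutral control wells and 100% = median of positive control wells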
# ERp5 block: ERp5 (human) disulfide isomerase inhibition. ERp5 insulin aggregation, absorbance 650 nm, 90 min. Q15084. AID 651711. inhibition, % at 9.99 µM. actives 0.05% (n = 350,000);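 active means mean replicate inhibition above about 25%, with every replicate also reaching it, limit read from the data, passing the limit was not always enough; inconclusive means only one of those two criteria met; inactive means neither criterion met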
# Target sequence (Q15084 whole entry, looked up): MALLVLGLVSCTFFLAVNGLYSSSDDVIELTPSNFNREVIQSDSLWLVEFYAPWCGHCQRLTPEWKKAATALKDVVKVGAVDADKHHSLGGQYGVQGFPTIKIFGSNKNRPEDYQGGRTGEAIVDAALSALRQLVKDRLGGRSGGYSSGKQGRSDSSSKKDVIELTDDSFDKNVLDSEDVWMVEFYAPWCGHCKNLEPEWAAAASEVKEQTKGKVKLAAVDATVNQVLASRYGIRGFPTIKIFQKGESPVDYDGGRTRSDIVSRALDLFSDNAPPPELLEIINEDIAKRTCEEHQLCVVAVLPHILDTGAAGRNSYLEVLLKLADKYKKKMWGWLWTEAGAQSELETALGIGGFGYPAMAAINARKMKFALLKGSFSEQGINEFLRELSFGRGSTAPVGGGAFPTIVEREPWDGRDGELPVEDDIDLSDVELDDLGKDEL
# EWS-Fli inh: inhibitors of EWS/Fli oncoprotein transcriptional activity; actives 0.67% (n = 350,000); inhibition, % at 12.6 µM; A673 NR0B1-luciferase reporter, viability-normalised; AID 651661;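 active means mean inhibition of at least 50% after viability correction, with every replicate also passing that limit; inconclusive means mean reaches 50% but only one of two replicates passes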;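 further: firefly luciferase signal divided by Alamar Blue viability fluorescence both relative to DMSO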
# GSIS activator: GLuc luminescence reporter in INS-1E cells, primary screen for activators of glucose-dependent secretion of insulin | INS-1E GLuc reporter insulin secretion, 2-3 h | activation, % at 16.6 µM | actives 0.61% (n = 370,000);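 active means lowest replicate activation of at least 40%, so every replicate reaches that level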;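 further: 0% = median of neutral control wells and 100% = median of IBMX positive control wells; some compounds called inactive have numbers as strong as hits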
# ARNT-TACC3 inh: ARNT/TACC3 interaction disruption | AID 623870 | Q9Y6A5 | inhibition, % at 9.99 µM | actives 0.66% (n = 390,000) | AlphaScreen His-ARNT PAS-B/GST-TACC3 binding, luminescence; TACC3 fragment carries E629A point mutation;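 active means mean inhibition of replicates at least 50% and at least half of replicates each reaching 50%; inconclusive means half or more replicates reach 50% but mean below 50%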;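 further: 0% = complete ARNT plus TACC3 wells and 100% = ARNT alone without TACC3; many hits fall short of the cut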
# F508del corr: correctors of CFTR F508del function in bronchial epithelial cells; CFBE cells, YFP halide quenching; stimulated with forskolin plus potentiator P3; % fluorescence drop versus neutral controls; activity (quench increase), % at 7.58 µM; actives 0.36% (n = 350,000); AID 720511;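 active means mean added fluorescence quench of at least 8% versus neutral control, with both replicates also reaching 8%; inconclusive means only one of the mean or replicate conditions met; inactive means mean below 8% and not both replicates reaching 8%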;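 further: cells transiently co-express mutant CFTR-F508del with the halide-sensitive YFP; corrector assay measuring rescue of mutant channel to the surface after 24 h compound exposure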
# * = called active by the depositor; ? = inconclusive; . = no result given.
SMILES	PAX8 reporter	XiGFP reactiv	DENV2 CPE rescue	ERp5 block	EWS-Fli inh	GSIS activator	ARNT-TACC3 inh	F508del corr
Cn1c(Cn2nnc3ccccc32)nnc1SCC(=O)Nc1ccc2c(c1)OCO2	.	.	-5	6	-9	-2	2	0.5
COCOc1cccc(CN2CCC(C)(Oc3cccc(C#N)c3)C2)c1 (configuration not stated)	15	-0.1	-1	3	-1	-6	.	8.7*
O=C(Nc1ccccc1Cl)c1cc(C2CCCCN2S(=O)(=O)c2ccccc2)on1 (configuration not stated)	2	0.1	13	-4	5	0	.	-4.1
CC1C(=O)N(Cc2cn(Cc3ccco3)nn2)CCS(=O)(=O)N1Cc1ccc(-c2ccccc2Cl)cc1 (configuration not stated)	26	0.2	-8	-5	2	.	.	-2.0
O=C(C[C@@H]1CC[C@@H]2[C@H](COC[C@@H](O)CN2Cc2ccccc2)O1)NCCc1ccccc1	20	0.2	-4	-4	-6	-16	0	-1.4
CCc1ccc(/C=C2\SC(=S)N(CCCC(=O)Nc3cc(C)on3)C2=O)cc1	35	-0.1	-1	4	83*	31	.	-3.6
CCCCN(Cc1ccccc1)C(=O)CCN1C(=O)C2C3C=CC(C3)C2C1=O (configuration not stated)	1	-0.1	.	-2	0	-8	-3	3.1
O=C(NCC[C@@H]1CC[C@H](NC(=O)c2ccccc2F)[C@@H](CO)O1)c1ccc2c(c1)OCO2	-1	0.1	?	-2	-3	-5	-7	-0.1
C[C@H](CO)N1C[C@H](C)[C@@H](CN(C)Cc2ccncc2)Oc2ccc(NC(=O)Nc3ccc4c(c3)OCO4)cc2CC1=O	9	0.1	-3	5	-2	-14	2	-1.3
CCCSc1nc2c(c(=O)n1CC)SC(C)C2 (configuration not stated)	-6	0.0	2	7	11	31	-5	-0.6

# Additional structures follow.
SMILES	PAX8 reporter	XiGFP reactiv	DENV2 CPE rescue	ERp5 block	EWS-Fli inh	GSIS activator	ARNT-TACC3 inh	F508del corr
COc1ccc(S(=O)(=O)Nc2ccc3c(c2)C(=O)N([C@@H](C)CO)C[C@@H](C)[C@@H](CN(C)C(=O)NC2CCCCC2)OCCCC[C@@H](C)O3)cc1	-32	0.0	-5	1	-3	-21	-2	3.2
CCN(CC(=O)Nc1ccc(NC(C)=O)cc1)C(=O)c1ccc2c(c1)OCCO2	-14	0.2	1	-12	3	5	5	-1.0
C/C(=N\Nc1cc(C)nc(-c2ccccc2O)n1)c1ccccc1O	-8	0.1	2	4	-14	-3	36	0.5
Cc1cc(S(=O)(=O)Nc2c(C)nc3nc[nH]n3c2=O)ccc1F	-13	0.2	?	-14	5	3	-8	-1.7
O=C(NCc1cccc(C(F)(F)F)c1)c1ccc2sc([C@@H]3O[C@H](CO)[C@H](O)[C@H](O)[C@H]3O)nc2c1	-14	-0.2	-1	-6	-1	16	.	-3.2
Cc1ccc(NC(=O)c2cccc(NC(=O)/C=C/c3ccco3)c2)cc1C	-45	0.1	.	.	-85	-16	-1	-2.4
CC(C)NC(=O)N[C@@H]1CC[C@H](CCn2cc(-c3ccc(F)cc3)nn2)O[C@@H]1CO	1	-0.5	15	-1	-2	18	11	-2.1
Cc1ccc(S(=O)(=O)N2CCC(C(=O)N/N=C/c3cccnc3)CC2)cc1	24	0.0	.	.	.	2	-5	.
COc1ccc([C@H]2CC(=O)C=C(c3ccccc3Oc3ccccc3)C2)cc1	16	-0.3	-3	7	11	6	-2	-2.8
O=C(O)c1cc(-n2[nH]c(=O)c3ccccc3c2=O)ccc1Cl	7	.	17	3	-11	0	-2	-0.4

# New compounds follow:
SMILES	PAX8 reporter	XiGFP reactiv	DENV2 CPE rescue	ERp5 block	EWS-Fli inh	GSIS activator	ARNT-TACC3 inh	F508del corr
COc1ccc(C=CC(=O)C=CC=Cc2ccccc2)cc1	-7	0.0	-6	3	-2	-10	-2	-1.3
CC1(C)C(=O)OC(C(=O)c2ccc(Cl)cc2)C(C)(C)C1=O (configuration not stated)	6	-0.1	.	.	.	-11	-1	.
COc1ccc(-n2nc(C(=O)N(C)C)nc2-c2ccccc2)cc1	17	0.0	1	3	-3	2	0	-5.1
Cc1ccc(S(=O)(=O)Nc2ccc3c(c2)C(=O)N([C@H](C)CO)C[C@@H](C)[C@H](CN(C)C(=O)NC(C)C)O3)cc1	-14	-1.1	?	-2	-1	17	-1	-1.8
CC(=O)c1ccc(NC(=S)N(C)C2CCN(C)CC2)cc1	-19	0.1	.	.	.	1	-2	.
C[C@@H]1CN([C@H](C)CO)C(=O)c2cc(C3=CCCC3)cnc2O[C@@H]1CN(C)C	.	-1.1	-5	2	-10	29	4	-0.1
CO[C@H]1CN(C)C(=O)c2cc(NS(C)(=O)=O)ccc2OC[C@@H](C)N(C(=O)CN(C)C)C[C@@H]1C	.	0.4	-2	-2	6	-6	-7	-1.5
CCOc1ccccc1NC(=O)CSc1nc(=O)n(Cc2ccccn2)c2c1CCC2	26	0.4	9	2	3	-7	4	1.8
Cc1cc(C)n2nc(SCC(=O)NC(=O)c3ccccc3)nc2n1	3	0.1	-5	2	1	.	-6	-3.6
COc1ccc(-c2cc3ccccc3n2CC(O)CN2CCN(CCO)CC2)cc1 (configuration not stated)	-11	-0.1	11	2	-5	-2	1	-0.2

# Additional structures.
SMILES	PAX8 reporter	XiGFP reactiv	DENV2 CPE rescue	ERp5 block	EWS-Fli inh	GSIS activator	ARNT-TACC3 inh	F508del corr
C[C@H](O)C#Cc1ccc([C@@H]2[C@H]3CN(C(=O)c4ccc(F)cc4)CCCCN3[C@H]2CO)cc1	37	0.1	0	-3	2	3	-4	-0.3
COc1ccc(CCNC(=O)Cn2cccc2C(=O)c2ccccc2)cc1OC	12	0.0	2	-1	-7	-2	-14	-1.2
Cc1cccc(-c2nnc(NC(=O)c3ccc(N4C(=O)CCC4=O)cc3)s2)c1	-13	0.0	1	7	-1	.	-3	-0.3
O=C1NC(C(=O)O)=CC(c2cccc(Cl)c2Cl)N1 (configuration not stated)	5	0.0	5	2	-4	32	-4	1.7
CCOC(=O)C1(C)CCN1C(=O)c1ccc(OC)c(C(F)(F)F)c1 (configuration not stated)	-3	0.2	-2	3	-7	5	.	-2.5
CC1S/C(=N/N=C/c2cccc([N+](=O)[O-])c2)NC1=O (configuration not stated)	-39	0.1	1	2	15	.	6	0.0
Nc1cccc(Oc2c(F)c(F)c(Oc3cccc(N)c3)c(F)c2F)c1	17	0.3	9	-11	10	11	-18	-3.4
CN1C(=O)c2cc(NC(=O)C3CC3)ccc2OC[C@@H]2O[C@@H](CC(=O)NCc3cccc(F)c3)CC[C@@H]21	-1	0.1	-7	.	-5	10	-7	-1.4
O=C(C[C@H]1CC[C@H](NC(=O)Cc2ccccn2)[C@H](CO)O1)NCCc1ccncc1	-12	-0.1	0	0	-1	-7	-2	-1.3
CC(C)(C)NC(=O)C(C1CC1)n1c(=O)c(-c2ccco2)nc2ccccc21 (configuration not stated)	16	-0.1	2	-1	-1	23	.	-0.8

# Structural class: the compounds so far with a COOH group
SMILES	PAX8 reporter	XiGFP reactiv	DENV2 CPE rescue	ERp5 block	EWS-Fli inh	GSIS activator	ARNT-TACC3 inh	F508del corr
O=C(O)c1cc(-n2[nH]c(=O)c3ccccc3c2=O)ccc1Cl	7	.	17	3	-11	0	-2	-0.4
O=C1NC(C(=O)O)=CC(c2cccc(Cl)c2Cl)N1 (configuration not stated)	5	0.0	5	2	-4	32	-4	1.7

# Remaining list, next part:
SMILES	PAX8 reporter	XiGFP reactiv	DENV2 CPE rescue	ERp5 block	EWS-Fli inh	GSIS activator	ARNT-TACC3 inh	F508del corr
CCCCNC(=O)C1(C)CCC(=O)N1CCOC (configuration not stated)	-11	-0.1	8	1	-16	4	.	1.4
CN1c2ccc(C#Cc3ccc(F)cc3)cc2[C@H]2[C@H](CCN2S(=O)(=O)c2ccccc2F)[C@@H]1CO	3	0.0	-11	0	7	12	-7	0.7
CN(C)CC#Cc1ccc([C@@H]2[C@H]3CN(C(=O)c4ccc(F)cc4)CC(=O)N3[C@H]2CO)cc1	-18	0.0	-12	-1	-3	21	.	-0.5
CCC(C)c1ccc(NC(=S)N2CCN(c3ccccn3)CC2)cc1 (configuration not stated)	4	0.0	2	9	6	-45	-11	-0.4
NS(=O)(=O)c1cccc(NC(=O)COC(=O)CN2C(=O)C3CC=CCC3C2=O)c1 (configuration not stated)	-7	0.0	-5	4	1	3	4	0.9
O=C(CCNC(=O)c1ccccc1Cl)Nc1cccc(S(=O)(=O)N2CCCC2)c1	-7	1.1	-1	-1	4	23	-21	-5.9
Cc1c(C)c2ccc(OCC(=O)N3CC[C@@]4(O)CCCC[C@H]4C3)cc2oc1=O	.	.	1	1	-12	-6	8	-2.1
COc1ccc2c(CC(=O)NNC(=O)c3ccccc3F)coc2c1	-16	0.0	-8	1	41	7	33	0.6
CCN(CC)/C(=N\S(=O)(=O)c1ccc(F)cc1)c1ccccc1	10	0.0	2	-1	-13	17	-5	-2.7
C/C=C/c1ccc2c(c1)O[C@@H](CN(C)C(=O)CN(C)C)[C@H](C)CN([C@@H](C)CO)S2(=O)=O	.	-1.1	0	15	-3	-3	-8	-1.2

# Other compounds follow:
SMILES	PAX8 reporter	XiGFP reactiv	DENV2 CPE rescue	ERp5 block	EWS-Fli inh	GSIS activator	ARNT-TACC3 inh	F508del corr
COc1ccc(C)cc1NS(=O)(=O)c1cn(C)nc1C	-2	0.0	2	-61	3	6	11	3.1
CCCCn1c(=O)[nH]c(=O)c2c1nc(-c1cc(Br)c(OCC)c(OC)c1)n2C	8	0.2	6	-1	1	11	-6	-0.9
Cn1c(CNc2ccccc2O)nc2ccccc21	-32	0.3	-2	9	-31	.	67*	-3.1
COc1cc2c(cc1OC)CN(C(=O)c1cc(Cl)nc(Cl)c1)CC2	14	0.2	3	5	6	25	28	-2.4
C/C=C/c1ccc2c(c1)O[C@H](CN(C)C(=O)Nc1cc(F)ccc1F)[C@@H](C)CN([C@H](C)CO)S2(=O)=O	.	0.1	-1	-1	24	-9	-4	-3.4
CCC(=O)N1CC(=O)N2[C@H](CO)[C@H](c3ccc(C#Cc4cccc(OC)c4)cc3)[C@H]2C1	-25	0.0	9	-2	-8	-1	.	0.7
O=C(CCCNC(=O)c1ccc(Cl)cc1)Nc1cccc(F)c1	3	0.4	-4	-3	-4	-13	1	1.8
Cc1ccc(S(=O)(=O)N2CCN(C(=O)Cc3ccc4c(c3)OCCO4)CC2)cc1C	7	0.2	.	.	.	5	-8	.

# Complete entries, looked up by structure. Screens in order: PAX8 reporter, XiGFP reactiv, DENV2 CPE rescue, ERp5 block, EWS-Fli inh, GSIS activator, ARNT-TACC3 inh, F508del corr
# Record of `CCC(=O)N1CC(=O)N2[C@H](CO)[C@H](c3ccc(C#Cc4cccc(OC)c4)cc3)[C@H]2C1` = -25, 0.0, 9, -2, -8, -1, ., 0.7
# Record of `Cn1c(CNc2ccccc2O)nc2ccccc21` = -32, 0.3, -2, 9, -31, ., 67*, -3.1
# Record of `CCCCn1c(=O)[nH]c(=O)c2c1nc(-c1cc(Br)c(OCC)c(OC)c1)n2C` = 8, 0.2, 6, -1, 1, 11, -6, -0.9
# Record of `COc1ccc(C)cc1NS(=O)(=O)c1cn(C)nc1C` = -2, 0.0, 2, -61, 3, 6, 11, 3.1
# Record of `COc1cc2c(cc1OC)CN(C(=O)c1cc(Cl)nc(Cl)c1)CC2` = 14, 0.2, 3, 5, 6, 25, 28, -2.4
